Assay outcomes: PubChem, Sanford-Burnham Center for Chemical Genomics
mIAP block: blocks mouse intestinal alkaline phosphatase; 330,000 tested, 0.2% active; inhibition, % at 10 µM; AID 2806; purified mouse IAP, CDP-Star luminescence, 30 min;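 active means inhibition of at least 40% at 10 µM in the primary screen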;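 further: plate controls were DMSO with enzyme for no effect and no enzyme wells for full effect; values of inactives mirror those of a sister screen read the other way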
mIAP activ: mouse IAP activation. 330,000 tested, 0.24% active. muIAP, CDP-Star luminescence, 30 min; active compounds read high; 1 = vehicle-only enzyme signal, 0 = enzyme-free wells. activation factor at 10 µM;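 active means activation factor of at least 2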; further: the source names both 10 and 20 µM as test concentration; values of inactives mirror those of a sister screen read the other way
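System: Mouse IAP enzyme | Also added: CDP-Star substrate | Dosing: Compounds dispensed in DMSO | Schedule: 30 min enzyme-substrate-compound incubation at room temperature | Technique: Chemiluminescence readout | Control set: DMSO-only wells and no-enzyme negative control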
Apaf-1 inh: blocks human Apaf-1 apoptosome activity; reconstituted apoptosome caspase-3 activity, DEVD-Rh110 fluorescence; inhibition, % at 20 µM; O14727; 330,000 tested, 0.71% active; AID 489030; active means inhibition of at least 40% at 20 µM;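 further: plate controls were DMSO wells for no effect and DEVD-CHO caspase inhibitor wells for full effect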
Target sequence (O14727 whole entry, looked up): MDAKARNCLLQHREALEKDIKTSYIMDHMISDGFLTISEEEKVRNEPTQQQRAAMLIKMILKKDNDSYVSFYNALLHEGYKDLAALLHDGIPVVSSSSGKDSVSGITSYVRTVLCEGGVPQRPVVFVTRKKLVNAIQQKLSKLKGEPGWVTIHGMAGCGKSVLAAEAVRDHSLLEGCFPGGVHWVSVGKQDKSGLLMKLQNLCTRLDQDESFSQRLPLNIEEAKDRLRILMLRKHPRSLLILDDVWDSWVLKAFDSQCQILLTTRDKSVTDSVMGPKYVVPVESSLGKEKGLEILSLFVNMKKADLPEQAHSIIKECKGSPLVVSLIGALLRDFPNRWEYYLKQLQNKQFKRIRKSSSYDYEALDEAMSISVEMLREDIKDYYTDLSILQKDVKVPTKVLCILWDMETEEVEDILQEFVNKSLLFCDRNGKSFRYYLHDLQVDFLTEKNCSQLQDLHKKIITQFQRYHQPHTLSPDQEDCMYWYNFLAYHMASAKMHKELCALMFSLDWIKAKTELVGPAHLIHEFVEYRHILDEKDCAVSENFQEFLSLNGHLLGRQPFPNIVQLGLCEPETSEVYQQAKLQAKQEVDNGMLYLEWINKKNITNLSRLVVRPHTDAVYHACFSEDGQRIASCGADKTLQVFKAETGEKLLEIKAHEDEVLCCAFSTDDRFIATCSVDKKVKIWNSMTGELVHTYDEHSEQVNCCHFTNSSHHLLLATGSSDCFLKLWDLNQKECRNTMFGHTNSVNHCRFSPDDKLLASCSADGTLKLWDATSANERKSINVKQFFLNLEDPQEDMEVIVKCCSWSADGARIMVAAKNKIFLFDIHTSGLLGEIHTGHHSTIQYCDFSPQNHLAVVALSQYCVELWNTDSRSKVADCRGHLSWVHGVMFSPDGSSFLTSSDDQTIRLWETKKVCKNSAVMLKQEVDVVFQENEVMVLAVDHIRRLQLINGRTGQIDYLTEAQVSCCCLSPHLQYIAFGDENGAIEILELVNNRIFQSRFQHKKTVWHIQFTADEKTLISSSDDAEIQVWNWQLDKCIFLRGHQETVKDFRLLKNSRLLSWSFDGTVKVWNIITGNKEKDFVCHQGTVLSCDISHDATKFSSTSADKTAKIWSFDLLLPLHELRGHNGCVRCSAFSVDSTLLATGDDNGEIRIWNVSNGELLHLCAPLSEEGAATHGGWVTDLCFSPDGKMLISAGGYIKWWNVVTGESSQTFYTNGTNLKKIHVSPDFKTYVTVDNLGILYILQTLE
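Assay system: Apoptosome proteins | Medium: pH 7.5 Hepes buffer with CHAPS, BSA, DTT | Also added: Cytochrome c and DEVD-Rh110 substrate | Times: 30 min plus 50 min, RT | Detection: Rhodamine 110 fluorescence at Ex 480/Em 540 nm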
NALP3 yeast inh: NALP3 inhibition in yeast | Yeast reconstituted NLRP3/ASC/caspase-1, beta-gal luminescence, 24 h | inhibition, % at 10 µM | 330,000 tested, 0.39% active | AID 2825;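 active means inhibition of 50% or more; inactive means inhibition below 50%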;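 further: plate controls were induced DMSO wells for no effect and uninduced yeast grown without galactose for full effect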
ATG4B inh: ATG4B (human) cysteine protease inhibition | Q9Y4P1 | ATG4B cleavage of LC3-PLA2, NBD-HPC fluorescence, 1 h | inhibition, % at 8.33 µM | 340,000 tested, 0.51% active; in the data active means inhibition above about 40%
TIM10 inh: inhibits growth of TIM10 yeast strain; 330,000 tested, 1.4% active; S. cerevisiae TIM10 strain growth, BacTiter-Glo luminescence, 24 h; inhibition, % at 10 µM;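 active means inhibition of 40% or more at the single tested concentration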;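 further: wild-type TIM10 isogenic control strain grown at permissive 25 °C; 0% = DMSO yeast wells and 100% = minimal medium wells without yeast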
tim10-1 inh: tim10-1 yeast growth inhibition; S. cerevisiae tim10-1 ts strain growth, BacTiter-Glo, 24 h; inhibition, % at 20 µM; 330,000 tested, 2.2% active; AID 463190;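 active means inhibition of at least 40%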;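 further: mutant grown at 25 °C; 0% = DMSO wells with yeast and 100% = wells holding no yeast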
hIAP block: blocks human intestinal alkaline phosphatase | inhibition, % at 10 µM | 330,000 tested, 0.12% active | P09923 | AID 2544 | purified IAP, CDP-Star luminescence, 30 min;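 active means inhibition reaching a set limit with compound at 10 µM in the primary screen, cut at about 35% in these data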;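 further: plate controls were DMSO wells with enzyme for no effect and no-enzyme buffer wells for full effect; values of inactives mirror those of a sister screen read the other way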
hIAP act: increases human intestinal alkaline phosphatase activity; activation factor at 10 µM; P09923; 330,000 tested, 0.16% active; purified human IAP, CDP-Star luminescence, 30 min; active compounds read high; 1 = vehicle-only enzyme, 0 = enzyme-free background; AID 2524;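 active means activation factor of the enzyme at least 2-fold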; further: the source names both 10 and 20 µM as test concentration; values of inactives mirror those of a sister screen read the other way
* = called active by the depositor. Outcome played no part in choosing rows; overall some 4.5% were active at least once.

Screens in order: mIAP block, mIAP activ, Apaf-1 inh, NALP3 yeast inh, ATG4B inh, TIM10 inh, tim10-1 inh, hIAP block, hIAP act
- COc1ccc(N(CC(=O)NC(C)c2ccccc2)S(=O)(=O)c2ccc(C)cc2)cc1 (stereo not given)
    -2, 1, 15, 1, -1, 10, 14, -9, 1.1
- C=CCC[C@H](Cc1ccc(F)cc1)C(=O)OC[C@@H](Cc1c[nH]c2ccccc12)NC(=O)[C@H](CC=C)CC(=O)N[C@H](CO)Cc1ccccc1
    12, 0.88, 1, 11, -10, -3, 2, -10, 1.1
- COc1ccc(/C=c2/sc3n(c2=O)C(c2ccccc2OC)C2=C(N=3)c3ccccc3CC2)cc1O (stereo not given)
    11, 0.89, -1, 14, 0, 32, 24, -9, 1.1
- O=C(C(c1ccccc1)c1ccccc1)N1CCC(c2nc(-c3ccccc3Cl)no2)CC1
    -6, 1.1, 20, 15, 14, -8, 10, -20, 1.2
- CCCc1ccc2oc(C(=O)N3CCN(c4cnccn4)CC3)c(C)c2c1
    3, 0.97, 37, 1, -1, 20, 34, 21, 0.79
- O=C(NC12CC3CC(CC(C3)C1)C2)c1ccc(N2CCNCC2)c([N+](=O)[O-])c1
    -3, 1, -12, -3, -1, 4, -15, 6, 0.94
- COc1ccc(/C=C(\C#N)C(=O)OCC(=O)Nc2c(C)cccc2C)cc1
    -4, 1, 4, 24, -4, 12, 9, -40, 1.4
- O=C(Nc1ccc(S(=O)(=O)NCc2ccco2)cc1)c1cccc(F)c1
    8, 0.92, 3, 24, 4, 2, -1, 14, 0.86
- O=[N+]([O-])c1ccc2nc(N3CCCC3)sc2c1
    1, 0.99, 4, 22, -6, 3, 34, 1, 0.99
- COc1cccc(C2c3c(C)nn(-c4ccc([N+](=O)[O-])cc4)c3N=C3C(=O)Nc4ccccc4N32)c1 (stereo not given)
    15, 0.85, 2, 17, -24, 18, -21, 14, 0.86
- O=C(NCc1ccc(F)cc1)C1CCCN(C(=O)Nc2ccccc2)C1 (stereo not given)
    1, 0.99, 12, 18, -9, -5, -4, 3, 0.97
- CNC(=O)c1c(NC(NC(=O)c2ccco2)C(=O)c2ccc(Cl)cc2)sc2c1CCCC2 (stereo not given)
    19, 0.81, 4, 5, -7, 5, 7, 9, 0.91
- Cc1cc2cc3c(cc2nc1SCC(=O)OC(C)C)OCO3
    3, 0.97, 16, -20, 1, -7, 16, 14, 0.86
- COc1ccc([C@]2(C(C)C)ON(c3ccccc3C(F)(F)F)C2=O)cc1
    0, 1, 7, 9, 0, 0, -43, 3, 0.97
- COC(=O)Cn1c(=O)c2c(nc(Br)n2Cc2ccccc2Cl)n(C)c1=O
    9, 0.91, 14, -76, 6, 9, 19, -25, 1.2
- CC1CC(NC(=O)c2ncn[nH]2)CC(C)(C)C1 (stereo not given)
    7, 0.93, -1, 16, 14, -6, -1, -16, 1.2
- COc1ccc(NC(=O)c2ccc(-n3cnnn3)cc2)c([N+](=O)[O-])c1
    3, 0.97, -2, 2, 6, -22, -12, -22, 1.2
- O=C(CCOc1ccccc1)Nc1ccc([N+](=O)[O-])cc1
    1, 0.99, 2, 23, -9, -13, 14, 10, 0.9
- Cc1ccccc1S(=O)Cc1ccc(C(=O)NCCCN2CCCCC2)o1 (stereo not given)
    3, 0.97, 9, 5, 0, -1, -11, -2, 1
- CC(C)NS(=O)(=O)c1ccc(OCC(=O)NCC2CCCO2)c(Cl)c1 (stereo not given)
    0, 1, 4, 6, -5, 9, 3, 3, 0.97
- Cc1ccc(N(CC(O)Cn2nc(C)cc2C)S(=O)(=O)c2ccc3ccccc3c2)cc1 (stereo not given)
    -3, 1, 20, 12, -21, 22, 22, 7, 0.93
- COc1cccc(NC(=O)N2CCN(c3nnnn3-c3ccccc3)CC2)c1
    -7, 1.1, -6, 12, 7, 5, -6, 2, 0.98
- COc1ccccc1CNC(=O)C1CCN(c2nc3ccccc3o2)CC1
    -2, 1, 3, 7, -20, -6, 2, -2, 1
- Cc1cccc(CNc2ccc(C(CC(N)=O)NC(=O)Cc3cccc4ccccc34)cc2[N+](=O)[O-])c1 (stereo not given)
    19, 0.81, 0, 12, -1, 0, -4, 12, 0.88
- O=c1c2ccccc2c(-c2ccccc2)nn1Cc1ccccc1
    6, 0.94, -4, -2, 5, 12, 13, 5, 0.95
- O=C(COC(=O)c1ccc([N+](=O)[O-])o1)NC1CCCCC1
    -3, 1, 13, 11, -14, -151, -166, 13, 0.87
- Cc1ccc(CNC(=O)COC(=O)c2ccc(Cl)c(N)c2)cc1
    -3, 1, 10, 15, -9, -8, -46, 10, 0.9
- O=c1[nH]c(CN2CCN(S(=O)(=O)c3cccs3)CC2)nc2c(Br)cc(Br)cc12
    6, 0.94, 8, -2, -5, 32, 34, 1, 0.99
- CC1CN(S(=O)(=O)c2cc(C(=O)NCCCN3CCCC3=O)ccc2Cl)CC(C)O1 (stereo not given)
    -3, 1, -3, 12, 8, 7, -5, 0, 1
- O=C(CN1C(=O)NC2(CCc3ccccc3C2)C1=O)Nc1ccc(Cl)cc1F (stereo not given)
    12, 0.88, 5, 19, -2, -2, -22, -11, 1.1

Compound profiles (already shown). Screens in order: mIAP block	mIAP activ	Apaf-1 inh	NALP3 yeast inh	ATG4B inh	TIM10 inh	tim10-1 inh	hIAP block	hIAP act
O=C(CN1C(=O)NC2(CCc3ccccc3C2)C1=O)Nc1ccc(Cl)cc1F (stereo not given) is listed as 12	0.88	5	19	-2	-2	-22	-11	1.1
O=c1c2ccccc2c(-c2ccccc2)nn1Cc1ccccc1 is listed as 6	0.94	-4	-2	5	12	13	5	0.95

(cont.)
Screens in order: mIAP block, mIAP activ, Apaf-1 inh, NALP3 yeast inh, ATG4B inh, TIM10 inh, tim10-1 inh, hIAP block, hIAP act
- COc1ccc(CCC(=O)OCc2csc(CC(=O)Nc3ccc(C)cc3)n2)cc1OC
    -6, 1.1, 18, 17, -10, 16, 12, 9, 0.91
- Cc1ccc(C(=O)N/C(=C\c2ccco2)C(=O)N2CCCCC2)cc1
    6, 0.94, 6, 14, -4, 6, 4, 8, 0.93
- O=C(O)CCC(=O)NNc1ncnc2ccccc12
    3, 0.97, -3, 7, -6, 5, 4, -12, 1.1
- Cc1nc(N2CCOCC2)[nH]c(=O)c1C
    2, 0.98, -2, 19, -4, 1, -10, -6, 1.1
- Clc1ccccc1C1Nc2cccc3cccc(c23)N1
    6, 0.94, 35, 22, 17, 23, 43*, -17, 1.2
- COc1ccccc1CNC(=O)C(C)NS(=O)(=O)c1ccc(C)cc1 (stereo not given)
    -12, 1.1, -3, 16, -9, 8, -5, -20, 1.2
- O=C(NCCCn1ccnc1)c1csc2ccccc12
    8, 0.92, -13, -3, -9, 0, 6, -2, 1
- CC(C)N1CCN(Cc2cccn2-c2ccccn2)CC1CCO (stereo not given)
    8, 0.92, -6, 2, 14, 1, 10, -10, 1.1
- COc1cc(C(=O)NC2Cc3ccccc3C2)ccc1OC1CCN(C(C)=O)CC1
    5, 0.95, 3, -2, 3, 5, 6, -17, 1.2
- C=C1CC2C(=O)N(Cc3ccccc3)C(C(=O)OCC)(C(=O)OCC)C1N2C(=O)OC(C)(C)C (stereo not given)
    10, 0.9, 3, 20, 11, 16, 26, -14, 1.1
- COC(=O)c1cc(C(=O)NCc2ccc3c(c2)OCO3)cc([N+](=O)[O-])c1
    6, 0.94, 2, 5, 4, 1, -6, 5, 0.95
- Cc1ccc(-n2c(Cc3cccn3C)nnc2SCC(=O)NCc2ccc3c(c2)OCO3)cc1
    3, 0.97, 19, 10, 9, 18, 25, -7, 1.1
- O=C1CCCC2=C1C1(CCCC1)N=C(Nc1nc3ccccc3s1)N2
    1, 0.99, 11, 5, 75*, -7, 5, 9, 0.91
- CSc1ccccc1OCc1cc(C(=O)NCCN2CCCC(O)C2)no1 (stereo not given)
    0, 1, 0, 8, -2, 6, 7, -26, 1.3
- CN(C)c1ccc(/C=N/NC(=O)c2nnn(-c3nonc3N)c2CN(C)c2ccccc2)cc1
    2, 0.98, 19, 7, 3, 10, -9, -5, 1
- COc1cccc(NC(=O)c2ccccc2N(Cc2ccccc2)S(C)(=O)=O)c1
    4, 0.95, 1, 12, -3, 9, 21, -25, 1.2
- O=C(CCC1CCCC1)N=C1SC2CS(=O)(=O)CC2N1c1ccccc1F (stereo not given)
    4, 0.96, 12, 6, -10, 9, -3, 6, 0.94
- CC1Cn2c(nc3c2c(=O)[nH]c(=O)n3C)O1 (stereo not given)
    8, 0.92, -7, -7, -10, 5, 0, -3, 1
- CCOC(=O)C1CCN(c2cc(=O)n(-c3ccc(OC)cc3)c(=O)[nH]2)CC1
    -6, 1.1, -2, 7, -12, 1, -4, -2, 1
- COc1cc2c(cc1OC)C(c1ccccc1)N(C(=O)c1ccco1)CC2 (stereo not given)
    -2, 1, 15, -1, -4, -10, 20, 13, 0.87
- Cc1cc(N2CCN(C(=O)c3ccco3)CC2)n2nc(C)nc2n1
    -5, 1, -2, 4, 6, 4, -3, -3, 1
- CCn1c(Cc2ccccc2)nnc1SCC(=O)Nc1nc(C)cs1
    6, 0.94, -1, 14, -19, 3, 13, 8, 0.92
- Cc1ccccc1NC(=O)c1cc(S(=O)(=O)N2CCOCC2)ccc1F
    -3, 1, -5, -5, -1, 5, 30, -23, 1.2
- COC(=O)c1ccc(/C=N/NC(=O)CC(=O)NCC(C)C)cc1
    3, 0.97, -6, 3, -1, 8, 0, 3, 0.97
- NC(N)=Nc1nc2cc([N+](=O)[O-])ccc2o1
    -25, 1.2, 7, 18, -4, -7, 11, -1, 1
- N#CCSc1ncnc2c1cnn2CCO
    -1, 1, -1, 16, 2, 7, 7, -6, 1.1
- Cc1nnc2ccc(-c3ccc(NS(C)(=O)=O)cc3)nn12
    -6, 1.1, 5, 6, -9, -1, 3, -3, 1
- Clc1ccc(Cl)c2sc(N3CCCC3)nc12
    -1, 1, 25, 3, 17, 24, 47*, -7, 1.1
- Cc1cc(C)c(NC(=O)CSc2nc(=O)n3cc(C)ccc3n2)c(C)c1
    2, 0.98, 5, 13, 5, 2, -21, -33, 1.3
- COc1cccc(/C=N/NC(=O)CCNc2n[nH]c(=O)[nH]c2=O)c1OC
    2, 0.98, -10, 21, -11, 0, -4, -21, 1.2
- CCCCCn1c(=O)c(C(=O)OCC)c(O)c2ccccc21
    2, 0.98, 4, 30, -2, -10, 16, -15, 1.1
- Cc1cccc(NC(=O)C[n+]2ccccc2)c1
    -1, 1, -11, 8, -12, 5, 1, 10, 0.9
- CSc1ccc(/C=C/C(=O)OCC(=O)N2CCCCCC2)cc1
    7, 0.93, 5, 11, -8, -1, -1, 2, 0.97
- Cc1ccc(S(=O)(=O)Nc2ccc(N3CCOCC3)cc2)cc1
    -1, 1, 1, 16, -5, -12, -6, -3, 1
- Cc1[nH]c2ccccc2c1C(=O)CSC(=S)N(C)C1CCCCC1
    -19, 1.2, 2, 25, -5, 40, 31, 7, 0.93
- CN(CCO)S(=O)(=O)c1ccc2c(c1)C(=NN)c1cc(S(=O)(=O)N(C)CCO)ccc1-2
    2, 0.98, -2, 4, -17, 5, 7, 3, 0.97
- CCc1cccc(NC(=O)CCCn2c(=O)[nH]c3ccsc3c2=O)c1
    1, 0.99, 5, 6, -4, -17, 6, 5, 0.95
- CCCn1c(N2CCN(C(=O)/C=C/C(=O)O)CC2)nc2ccccc21
    0, 1, -2, 8, -3, -1, -10, -8, 1.1
- CCn1c(SCC(=O)Nc2c(C)n(C)n(-c3ccccc3)c2=O)nnc1-c1cccc(C)c1
    -7, 1.1, -4, 12, 4, -4, 7, 4, 0.96
- CCOc1ccc(Nc2nc3ccccc3n3nnnc23)cc1
    11, 0.89, 6, 32, -10, -4, -11, 4, 0.96
